GLP1R inv ag – acts as inverse agonist at human GLP-1 receptor; 410,000 tested, 1.6% active; Potency, µM (titrated, usually from 38.3 µM), without a hit: at the highest dose activity change, negative = inhibition, actives largely listed as inhibitors; HEK293 GLP-1R CRE-luciferase, luminescence, 24 h; GLP-1R form is constitutively active; P43220; AID 624417; further: on the % scale 0 is the no-effect control and ±100 the full control effect; nearly all actives have a fitted effect of over 55% in size
Target sequence (P43220 whole entry, looked up): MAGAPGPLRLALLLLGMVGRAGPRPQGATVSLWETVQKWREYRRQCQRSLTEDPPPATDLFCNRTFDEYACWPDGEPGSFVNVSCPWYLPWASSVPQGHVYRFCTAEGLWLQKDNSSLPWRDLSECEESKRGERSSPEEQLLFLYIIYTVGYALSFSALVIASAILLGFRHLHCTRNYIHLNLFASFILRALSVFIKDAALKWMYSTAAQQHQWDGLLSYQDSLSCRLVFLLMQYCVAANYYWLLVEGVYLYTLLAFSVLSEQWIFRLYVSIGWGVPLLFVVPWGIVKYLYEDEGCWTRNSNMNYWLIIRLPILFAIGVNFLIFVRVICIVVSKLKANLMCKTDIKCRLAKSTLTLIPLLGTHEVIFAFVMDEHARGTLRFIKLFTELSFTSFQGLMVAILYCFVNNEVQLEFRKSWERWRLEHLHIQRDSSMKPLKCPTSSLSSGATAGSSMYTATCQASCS
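Assay principle: reduced luminescence from a cAMP-responsive reporter in HEK293 cells co-expressing a constitutively active GLP-1R. Conditions: 24 hr compound incubation, 37 deg C, 5% CO2.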
KB-3-1 tox – kills parental KB-3-1 adenocarcinoma cells. 400,000 tested, 1.4% active. KB-3-1 viability, CellTiter-Glo ATP luminescence, 72 h. Potency, µM (doses to about 46.1 µM), inactives show at the highest dose activity change, negative = cytotoxic, usual class: cytotoxic. AID 1347075; further: on the % scale 0 is the no-effect control and ±100 the full control effect; nearly all actives have a fitted effect of over 60% in size
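Parental KB-3-1 viability, qHTS format: 72 h compound exposure, 37 °C; CellTiter-Glo; media-only wells and DMSO plates as controls; concentration-effect fits on corrected data.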
HT1080-NT tox – kills 2HG-producing HT-1080-NT fibrosarcoma cells; 360,000 tested, 1.6% active; HT-1080-NT fibrosarcoma viability, CellTiter-Glo ATP luminescence, 48 h; AID 686970; Potency, µM (series often up to 46.1 µM), without a hit: top-dose activity, negative = less viability, most hits filed as cytotoxic;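 further: NT is the 2HG producing partner of a matched IDH1 knockdown line; 0% = DMSO-treated cells and -100% = media-only wells without cells; nearly all actives have a fitted effect of over 55% in size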
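Viability of the 2HG-overproducing fibrosarcoma line after 48 hours of compound exposure at 37 degrees C was determined by luminescence with CellTiter-Glo, and concentration-effect curves were then fitted and categorized.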
KB-V1 MDR tox – kills drug-selected multidrug resistant KB-V1 cells | Potency, µM (titrated, usually from 46.1 µM), without a hit: at the top dose activity change, negative = cytotoxicity, hits mostly cytotoxic | 400,000 tested, 3.4% active | KB-V1 MDR cells viability, CellTiter-Glo, 72 h; further: on the % scale 0 is the no-effect control and ±100 the full control effect; nearly all actives have a fitted effect of over 60% in size
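Following 72 h at 37 degrees C with compound, KB-V1 cell viability was read by CellTiter-Glo luminescence, medium being phenol-red-free DMEM plus 10% FBS; concentration-response parameters came from normalized, curve-fitted qHTS data.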
HT1080 IDH1KD tx – HT-1080 IDH1 knockdown cell toxicity (counter line). Potency, µM (doses to about 46.1 µM), for inactives: at the top dose activity, negative = toxicity, actives largely listed as cytotoxic. 360,000 tested, 2% active. AID 686971. HT-1080 IDH1 knockdown viability, ATP luminescence, 48 h;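 further: 0% = DMSO wells and -100% = cell-free medium wells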
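Cytotoxicity counter-line: IDH1KD HT-1080, 48 h, CellTiter-Glo. Curves classed by r2, magnitude and activity.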
GLP-1R agonist – GLP-1 receptor (human) agonism; P43220; HEK293 GLP-1R CRE-luciferase, luminescence, 4-6 h; cells express a hypersensitive GLP-1R form; 380,000 tested, 0.007% active; Potency, µM (titrated, usually from 45.6 µM), for inactives: at the top dose activation, actives largely listed as activators; AID 624172; further: % of control where 0% means no effect
HEK293 tox – cytotoxicity in counter-screen for GLP-1R inverse agonists; HEK293 cAMP-luciferase reporter cells, luminescence, 24 h; Potency, µM (series often up to 38.3 µM), without a hit: top-dose activity change, negative = inhibition, most hits filed as inhibitors; 410,000 tested, 0.13% active; AID 624418;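 further: loss of luciferase light is scored as toxicity; on the % scale 0 is the no-effect control and ±100 the full control effect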
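Seeding density was 200 cells/uL; after overnight-length (12 h) culture, 23 nL compounds went on for 24 h at 37 °C. Readout used a luciferase detection reagent, luminescence taken after 12 min at room temperature.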
SW480 rerep – induces DNA re-replication in SW480 colon adenocarcinoma cells; 340,000 tested, 1.8% active; Potency, µM (top dose mostly 46.1 µM), for inactives: top-dose re-replication activation, usual class: activators; AID 624297; SW480 DNA re-replication, Hoechst DNA content imaging, 48 h; further: % of control where 0% means no effect; nearly all actives have a fitted effect of over 55% in size
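Compounds, transferred as 23 nL by pin tool, were incubated with cells for 48 hr; DNA content per nucleus was then quantified by Hoechst staining and fluorescence plate imaging.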
TDP43 rescue – rescues yeast growth from TDP-43 toxicity; TDP-43 expressing yeast growth rescue, BacTiter-Glo, 24 h; Potency, µM (doses to about 46.1 µM), without a hit: top-dose growth rescue (activation), most hits filed as activators; 410,000 tested, 1.8% active; AID 652104; further: % of control where 0% means no effect; nearly all actives have a fitted effect of over 50% in size
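Growth rescue of TDP-43-toxic yeast measured as ATP luminescence (BacTiter-Glo). Cells grown to mid-log in raffinose, induced in galactose at OD600=0.02, exposed to compound 24 hr at 30 deg C.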
The depositor's hits bear a star; ? = inconclusive; · = no result given; & = joins results of further samples; [ ] = remark or other dose. The call rests on the fitted dose curve; in most records, active means well fitted curve in the direction sought with a large enough effect; inconclusive means small, poorly fitted or top-dose-only effect, or another doubt; inactive means no such curve, though single readings can be large; an effect the other way counts as inactive or inconclusive. Potency means the concentration at half of the fitted maximal effect.

SMILES	GLP1R inv ag	KB-3-1 tox	HT1080-NT tox	KB-V1 MDR tox	HT1080 IDH1KD tx	GLP-1R agonist	HEK293 tox	SW480 rerep	TDP43 rescue
O=C(c1ccccc1NS(=O)(=O)c1ccc(F)cc1)N1CCCC1	1%	-15%	-3%	-10%	2%	3%	4%	-11%	-8%
COC(=O)C(Cc1ccc(O)cc1)NC(=O)c1ccccc1OC (centres undefined)	13%	11%	-1%	2%	0%	-1%	5%	-16%	-9%
COc1ccc(CCN(C)C(=O)c2ccc(S(=O)(=O)NCc3ccco3)cc2)cc1OC	28%	7%	14%	0%	6%	11%	-17%	-2%	-8%
COc1ccc(-c2nnc3cccc(Cl)n23)c(OC)c1	39%[activator]	-18%	11%	21%	15%	0%	-3%	-4%	-12%
COc1nc(-c2ccccc2)ncc1S(=O)(=O)c1ccccc1	7%	-3%	-4%	-25%	-15%	-6%	5%	-3%	-6%
CCN(CCCNC(=O)CSc1cc(=O)n(C)c2cc(Cl)ccc12)Cc1ccccc1	?	-6%	-20%	-6%	-27%	26%	-1%	15%	-4%
Cc1ccc(CC(=O)Nc2nncs2)cc1	0%	-4%	1%	-1%	-1%	-3%	9%	-17%	1%
ClCC(CNCc1ccccc1)c1ccccc1 (centres undefined)	?	5%	0%	25%	1%	10%	-1%	3%	-12%
S=c1[nH]nc(-c2ccccn2)n1/N=C/c1ccc(-c2ccccc2Cl)o1	-13%	-23%	-15%	-21%	-14%	3%	-7%	-5%	?
O=[N+]([O-])c1cccc(/C=N/n2cnnc2)c1O	11%	2%	5%	?	13%	0%	-7%	-3%	?
O=c1ccccn1CCOc1ccccc1Cl	35%[activator]	0%	-1%	15%	18%	3%	75%[activator]	-1%	18%
COCCNc1nc(-c2ccc(OC)cc2C)c2sc(-c3ccccc3)cc2n1	?	?	?	?	?	19%	-8%	·	?
CC(=O)c1ccc(N2CCN(C(=O)C3CCCN3S(=O)(=O)c3cccc4nsnc34)CC2)cc1 (centres undefined)	8%	-7%	5%	-3%	15%	-2%	-1%	2%	-3%
O=C(Nc1ccc(F)cc1)C(c1cccc(F)c1)N1CCN(c2cccc(C(F)(F)F)n2)CC1 (centres undefined)	?	-26%	?	?	?	·	-5%	·	18%
COc1ccc(NC(=O)CN(C)S(=O)(=O)c2cnc[nH]2)cc1	2%&9%	-4%&6%	14%	5%&21%	1%	3%	3%&6%	-2%	-11%&17%
COc1cccc(OCC(O)CN2CCN(C)CC2)c1 (centres undefined)	-6%	4%	25%	7%	25%	-5%	16%	-8%	10%
Cn1ccnc1C1CCCCN1C(=O)c1cc(COc2ccc(F)cc2F)on1 (centres undefined)	-27%	-1%	4%	?	6%	6%	-5%	0%	-28%
Cc1ccc(C)c(NC(=O)C(C)n2c(=O)cc(C(F)(F)F)c3c(C)nn(C)c32)c1 (centres undefined)	7%	9%	·	7%	·	·	1%	·	-7%
O=C(c1ccc(CS(=O)Cc2cccc(Cl)c2)o1)N1CCN(c2ccc(F)cc2)CC1 (centres undefined)	?	0%	-1%	?	-2%	16%	-13%	·	0%
CC(=O)Nc1nc(C)c(Cc2ccccc2)c(=O)[nH]1	5%	-1%	-2%	0%	0%	4%	22%	-12%	-4%
Cc1ccc(N2CC(C(=O)Nc3nnc(SCc4cccnc4)s3)CC2=O)cc1 (centres undefined)	16%	-3%	15%	-2%	16%	1%	7%	-6%	19%
COc1ccc(-c2cn(CCC(=O)NCc3ccc(C)cc3)c(CCN)n2)cc1	-10%	3%	-2%	-1%	-1%	4%	9%	1%	-12%
COc1ccc(S(=O)(=O)N(CC(=O)N/N=C/c2cccs2)c2ccc(C)cc2)cc1OC	?	-6%	-6%	-4%	-8%	6%	-7%	-1%	2%
CN(C)CCNC(=O)c1onc(CSc2ccc(F)cc2)c1C(=O)NCCN(C)C	-13%	3%	-20%	1%	-17%	-9%	?	1%	5%
Cn1ncc(Br)c1C(=O)NC1CCCCCC1	2%	-2%	10%	-19%	16%	2%	-4%	-2%	14%
CCn1nnc2cc(C(=O)N3CCC(C(=O)OC)CC3)ccc21	2%	-6%	6%	?	1%	14%	2%	-15%	-2%
O=C(NCc1ccon1)C1CCC(=O)N(Cc2cccc(C(F)(F)F)c2)C1 (centres undefined)	6%	-9%	-3%	-9%	-2%	-2%	1%	14%	-8%
CN1CCN(C(=O)c2cc3c(c(-c4cccc(-c5cccnc5)c4)n2)[C@@H](CCO)N(C(=O)CC2CC2)C3)CC1	20%	7%	2%	5%	3%	-4%	2%	·	10%
CCOc1ccc(Br)cc1C(=O)N/N=C/c1ccc([N+](=O)[O-])cc1	1%	?	16%	-26%	-7%	4%	2%	-18%	-23%
COc1ccc(NC(=O)CN(C)C(=O)CCC2CCCC2)cc1	-3%	6%	8%	4%	4%	5%	2%	-4%	3%

Some of these compounds in order of molecular weight, high to low:
SMILES	GLP1R inv ag	KB-3-1 tox	HT1080-NT tox	KB-V1 MDR tox	HT1080 IDH1KD tx	GLP-1R agonist	HEK293 tox	SW480 rerep	TDP43 rescue
CN1CCN(C(=O)c2cc3c(c(-c4cccc(-c5cccnc5)c4)n2)[C@@H](CCO)N(C(=O)CC2CC2)C3)CC1	20%	7%	2%	5%	3%	-4%	2%	·	10%
COc1ccc(S(=O)(=O)N(CC(=O)N/N=C/c2cccs2)c2ccc(C)cc2)cc1OC	?	-6%	-6%	-4%	-8%	6%	-7%	-1%	2%
O=C(c1ccc(CS(=O)Cc2cccc(Cl)c2)o1)N1CCN(c2ccc(F)cc2)CC1 (centres undefined)	?	0%	-1%	?	-2%	16%	-13%	·	0%
CN(C)CCNC(=O)c1onc(CSc2ccc(F)cc2)c1C(=O)NCCN(C)C	-13%	3%	-20%	1%	-17%	-9%	?	1%	5%
Cc1ccc(N2CC(C(=O)Nc3nnc(SCc4cccnc4)s3)CC2=O)cc1 (centres undefined)	16%	-3%	15%	-2%	16%	1%	7%	-6%	19%
Cc1ccc(C)c(NC(=O)C(C)n2c(=O)cc(C(F)(F)F)c3c(C)nn(C)c32)c1 (centres undefined)	7%	9%	·	7%	·	·	1%	·	-7%
Cn1ccnc1C1CCCCN1C(=O)c1cc(COc2ccc(F)cc2F)on1 (centres undefined)	-27%	-1%	4%	?	6%	6%	-5%	0%	-28%
COc1ccc(-c2cn(CCC(=O)NCc3ccc(C)cc3)c(CCN)n2)cc1	-10%	3%	-2%	-1%	-1%	4%	9%	1%	-12%
COc1ccc(NC(=O)CN(C)C(=O)CCC2CCCC2)cc1	-3%	6%	8%	4%	4%	5%	2%	-4%	3%
CCn1nnc2cc(C(=O)N3CCC(C(=O)OC)CC3)ccc21	2%	-6%	6%	?	1%	14%	2%	-15%	-2%
Cn1ncc(Br)c1C(=O)NC1CCCCCC1	2%	-2%	10%	-19%	16%	2%	-4%	-2%	14%
COc1cccc(OCC(O)CN2CCN(C)CC2)c1 (centres undefined)	-6%	4%	25%	7%	25%	-5%	16%	-8%	10%
CC(=O)Nc1nc(C)c(Cc2ccccc2)c(=O)[nH]1	5%	-1%	-2%	0%	0%	4%	22%	-12%	-4%

Remaining list, next part
SMILES	GLP1R inv ag	KB-3-1 tox	HT1080-NT tox	KB-V1 MDR tox	HT1080 IDH1KD tx	GLP-1R agonist	HEK293 tox	SW480 rerep	TDP43 rescue
Cc1ccc(S(=O)(=O)N/N=C\c2cn(-c3ccccc3)nc2-c2ccccc2)cc1	?	0%	?	-3%	0%	7%	-12%	-17%	9%
c1ccc(-c2ccc(-c3ccccn3)s2)nc1	-15%	?	-2%	?	-13%	11%	19%	4%	4%
COC(=O)c1cc2oc(C)cc2n1Cc1ccc(Br)cc1F	?	10%	·	20%	·	·	3%	·	8%
Cc1ccc(CSCC(=O)N2CCCC2)cc1	5%	-2%	?	6%	13%	1%	7%	-2%	-20%
O=C(NC(=S)NCc1ccccc1)C1CC1	-7%[7.66 µM]	-2%	1%	8%	1%	9%	14%[7.66 µM]	2%	1%[9.22 µM]
COc1ccc(C2CC(=O)Nc3ccccc3S2(=O)=O)cc1OC (centres undefined)	2%	9%	0%	2%	3%	8%	1%	0%	0%
Cc1ccc(/C=N/NC(=O)c2cccs2)s1	11%	-5%	-1%	16%	1%	21%	-3%	9%	-5%
COc1ccccc1NC(=O)Cn1c([N+](=O)[O-])cnc1C	6%	-3%	17%	0%	?	14%	-6%	-4%	-13%[1.82 µM]
O=C(CN1CCSCC1)N/N=C/c1ccc(F)c(F)c1	0%	-14%	13%	-3%	2%	-3%	-5%	0%	-23%
CC(C)C(NC(=O)c1ccccc1)C(=O)N/N=C\c1ccco1 (centres undefined)	9%	1%	19%	2%	13%	3%	18%	-27%	-2%
CCOC(=O)CCn1nc(-c2ccccc2)cc1N	15%	-21%	11%	?	9%	1%	-9%	1%	-14%
CCC1CCC2(CC1)NC(=O)N(CC(=O)NCc1ccc(Cl)cc1)C2=O (centres undefined)	?	-4%	-3%	-18%	-3%	-1%	-11%	-5%	6%
CC1CCCCC1NC(=O)CCS(=O)(=O)c1ccc2c(c1)NC(=O)CO2 (centres undefined)	14%	3%	0%	-5%	0%	-1%	-2%	9%	16%
CCOc1ccc(NC(=O)N(C)CCc2c(C)nn(C)c2C)cc1	-8%	1%	·	-5%	·	·	-7%	·	17%
